Bioassay records from PubChem.
PPARg SRC-2 ag – PPARgamma-driven SRC-2 recruitment agonism | activation, % at 8 µM | PPARgamma LBD-SRC-2 recruitment, biochemical | P37231 | 200,000 tested, 0.34% active; in the data active means activation above about 22%;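 further: 0% = vehicle and 100% = reference agonist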
Target sequence (P37231 whole entry, looked up, the tested form may be a part): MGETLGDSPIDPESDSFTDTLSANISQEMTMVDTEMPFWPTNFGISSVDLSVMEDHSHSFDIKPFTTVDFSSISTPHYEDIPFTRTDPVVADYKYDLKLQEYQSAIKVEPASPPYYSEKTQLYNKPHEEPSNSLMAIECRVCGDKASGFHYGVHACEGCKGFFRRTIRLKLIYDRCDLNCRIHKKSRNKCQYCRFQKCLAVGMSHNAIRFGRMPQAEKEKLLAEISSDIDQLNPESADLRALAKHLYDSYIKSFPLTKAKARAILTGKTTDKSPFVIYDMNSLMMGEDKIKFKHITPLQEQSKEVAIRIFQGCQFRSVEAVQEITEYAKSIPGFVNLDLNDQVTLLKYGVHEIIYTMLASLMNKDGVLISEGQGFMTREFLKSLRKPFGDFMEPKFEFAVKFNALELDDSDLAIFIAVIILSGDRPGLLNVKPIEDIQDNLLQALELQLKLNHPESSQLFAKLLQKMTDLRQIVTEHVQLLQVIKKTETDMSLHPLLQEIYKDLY
PPARg SRC3 recr – agonists of human PPARgamma SRC-3 coactivator recruitment. 200,000 tested, 0.26% active. biochemical PPARgamma/SRC-3 coactivator recruitment assay. activation, % at 8 µM; in the data active means activation above about 23%;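 further: 0% = DMSO and 100% = reference agonist; some compounds past the cut are filed as inactive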
S1P3 antagonist – S1P3 (human) receptor antagonism. CHO S1P3 NFAT-BLA reporter, FRET fluorescence, antagonist mode. inhibition, % at 4.98 µM. 170,000 tested, 0.27% active;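 active means inhibition above the plate cutoff, the mean inhibition of test wells on that plate plus 3 SD, cut at about 28% in these data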;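 further: cells challenged with S1P at its EC80 of 0.8 µM; blue over green emission ratio from cleaved BLA substrate after 4 h stimulation; 0% = S1P-stimulated wells and 100% = unstimulated DMSO-only wells; some compounds past the cut are filed as inactive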
Target sequence (Q99500 whole entry, looked up): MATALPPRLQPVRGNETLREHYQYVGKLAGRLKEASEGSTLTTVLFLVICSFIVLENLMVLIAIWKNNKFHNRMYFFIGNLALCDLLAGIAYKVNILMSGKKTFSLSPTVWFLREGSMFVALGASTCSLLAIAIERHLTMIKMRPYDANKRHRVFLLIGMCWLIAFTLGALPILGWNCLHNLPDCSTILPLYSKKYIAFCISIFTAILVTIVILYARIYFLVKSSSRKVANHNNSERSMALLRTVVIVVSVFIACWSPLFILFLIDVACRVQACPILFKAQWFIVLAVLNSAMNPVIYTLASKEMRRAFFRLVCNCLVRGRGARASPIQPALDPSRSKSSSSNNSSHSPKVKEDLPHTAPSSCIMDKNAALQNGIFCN
Redox H2O2 prof – compounds producing H2O2 with reducing agent – biochemical, NIH compound library profiling, artefact control for MLSCN library redox annotation, primary screen; AID 878; activation, % at 10 µM; 200,000 tested, 0.03% active; DTT-dependent redox cycling H2O2, phenol red/HRP absorbance; 100% = 100 µM peroxide control, 0% = buffer;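 active means activation of at least 50% relative to the plate's high and low controls in the primary single-dose screen; inactive means activation below 50%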;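 further: compound incubated with DTT at 0.8 mM final as the reducing agent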
HMGR II inh – blocks class II HMG-CoA reductase of Enterococcus faecalis. purified E. faecalis HMGR, NADPH absorbance 340 nm kinetic. inhibition, % at 10 µM. 190,000 tested, 0.41% active. AID 1066;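 active means inhibition above a set limit, the median over all tested compounds plus 3 SD, cut at about 9.5% in these data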;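 further: enzyme runs in reverse so mevalonate oxidation gives rising NADPH absorbance; 0% = complete reaction with DMSO and 100% = background rate lacking mevalonate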
RAM network inh – yeast RAM network inhibition; S. cerevisiae dse1pr::URA3 reporter, 5-FOA growth OD615, 2 d; analog-sensitive cbk1-as2 kinase mutant strain; inhibition, % at 50 µM; 190,000 tested, 1.8% active; AID 868;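 active means inhibition above a set limit, 3 SD over mean compound inhibition, cut at about 8.4% in these data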;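 further: 0% = DMSO-only wells with no growth and 100% = 10 µM 1-NA-PP1 full growth; inhibition rescues growth on 5-FOA so higher OD means more RAM inhibition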
TR-FRET SRC-2 ct – TR-FRET artefact, counter-screen to PPARgamma/SRC-2 agonist assay | 200,000 tested, 0.4% active | active compounds read high | TR-FRET ratio at 8 µM | AID 1049; in the data active means TR-FRET ratio above about 2000; further: inactives centre near 1500; reference of the scale not given here
PPARg SRC-1 ag – promotes SRC-1 coactivator recruitment by human PPARgamma. P37231. PPARgamma-SRC-1 coactivator recruitment biochemical assay. activation, % at 8 µM. 200,000 tested, 0.41% active. AID 631; in the data active means activation above about 19%;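 further: 0% = DMSO and 100% = reference agonist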
ROMK mod – human ROMK K+ channel modulation, primary screen; B-score at 10 µM; 130,000 tested, 2% active; Tet-inducible ROMK, thallium flux fluorescence; actives lie on both sides;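 active means signal ratio slope over the read window, or its plate-corrected B-score, at least 3 SD from the plate mean, either direction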;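 further: B-score of the F/F0 ratio slope over 7 to 12 s after thallium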
Lmaj promast – inhibitors of Leishmania major promastigote growth; Leishmania major promastigotes, resazurin fluorescence viability; inhibition, % at 10 µM; 200,000 tested, 9% active; in the data active means inhibition above about 50%;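 further: promastigotes grown with compound for 44 hours at 28 °C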
bIAP inhibitor – intestinal alkaline phosphatase (bovine) inhibition. purified bovine IAP, CDP-star luminescence, 30 min. inhibition, % at 20 µM. 190,000 tested, under 10 active;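 active means over 50% inhibition of intestinal alkaline phosphatase at 20 µM in the single-dose screen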
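Assay system: bovine IAP enzyme; medium: DEA buffer 100 mM, pH 9.8, with MgCl2 1.0 mM, ZnCl2 0.02 mM; doses: 20 µM single dose; incubation: enzyme reaction for 30 min at room temperature; detection: CDP-star luminescence signal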
The depositor's hits bear a star; . = not tested or not shown.

Every second line gives: PPARg SRC-2 ag | PPARg SRC3 recr | S1P3 antagonist | Redox H2O2 prof | HMGR II inh | RAM network inh | TR-FRET SRC-2 ct | PPARg SRC-1 ag | ROMK mod | Lmaj promast | bIAP inhibitor
- COCCNC(=O)c1onc(CSc2cc(C)ccc2C)c1C(=O)O
 : 9.7 | 6.2 | . | -7.1 | 2.7 | 1.6 | 1537 | 4.8 | -0.0885 | -5.6 | 6.0
- C=CCc1cccc2cc(C(=O)N(CC)CC)c(=O)oc12
 : -2.6 | 6.9 | -16.6 | 2.2 | 3.1 | 0.1 | 1814 | 12.7 | . | -2.9 | 9.8
- CCOC(=O)c1cc(CC)sc1NC(=O)C1CC1
 : 3.6 | 5.4 | . | 0.5 | -7.5 | -1.9 | 1654 | 2.1 | -0.359 | 2.2 | 2.7
- CCOc1ccc(-c2nnn(CCC(=O)O)n2)cc1OC
 : 4.7 | 16.9 | -20.1 | -5.4 | 1.4 | 0.7 | 1271 | 1.0 | 2.06 | -1.1 | 5.7
- CN(CC(=O)NCCc1ccc(Cl)cc1)S(=O)(=O)c1ccc2c(c1)c(=O)n(C)c(=O)n2C
 : -3.9 | 5.6 | . | 1.2 | -5.7 | -0.1 | 1496 | 0.3 | . | -2.5 | -7.4
- Cc1ccccc1-n1c(=O)[nH]c(=O)c2c(N)c(C(=O)c3ccc(Cl)cc3)sc21
 : -0.1 | -4.7 | -4.3 | 0.3 | 0.5 | 3.0 | 1582 | 1.2 | -0.996 | 11.6 | 8.7
- CCCC(c1nnnn1CS(=O)(=O)c1ccc(C)cc1)N1CCN(c2ccccc2)CC1 (centres undefined)
 : -1.2 | 2.4 | -7.5 | 3.3 | -0.1 | 1.4 | 1459 | -3.6 | . | 5.4 | 9.7
- CC(NC(=O)Cn1cnc2c1c(=O)n(C)c(=O)n2C)c1ccccc1 (centres undefined)
 : 2.1 | 1.4 | 15.8 | 0.2 | -4.8 | -0.3 | 1396 | 0.9 | . | -4.5 | 11.0
- Cc1c(C(=O)NCc2cccnc2)oc2ccc(S(=O)(=O)N3CCCC(C)C3)cc12 (centres undefined)
 : 13.7 | 5.1 | . | -2.1 | -0.1 | -0.3 | 1932 | 8.1 | . | 29.3 | 6.4
- COC(=O)c1ccccc1NC(=O)c1cc(-c2ccc(OC)c(OC)c2)on1
 : -2.4 | -3.3 | -30.1 | 0.7 | . | . | 1356 | 0.5 | . | -3.1 | .
- O=C1c2ccccc2C(=O)N1CCSc1ncn[nH]1
 : 11.5 | 2.6 | . | -0.7 | -10.8 | 0.5 | 1593 | 3.0 | 0.187 | -6.8 | -1.3
- COC(=O)c1sc2cnccc2c1N
 : -4.9 | -10.7 | -5.9 | 1.2 | -5.9 | 6.1 | 1501 | 4.5 | 1.22 | 5.8 | 6.2
- O=c1cc(C(F)(F)F)oc2c1ccc1ccccc12
 : 5.9 | -7.6 | . | 1.2 | 2.8 | 0.5 | 1583 | -2.7 | 0.387 | -7.3 | 2.8
- Cn1c(-c2ccccc2)c(C(=O)CCl)c2ccccc21
 : 5.4 | 2.3 | 4.1 | -1.9 | -0.8 | 1.3 | 1660 | -6.3 | -2.02 | 97.9* | -4.6
- O=C(CCCn1c(=O)[nH]c2ccc(Br)cc2c1=O)NCc1ccc(Cl)cc1
 : 9.4 | -2.6 | 18.2 | -2.6 | -7.3 | 0.8 | 1480 | 31.0* | 0.322 | -3.3 | -8.6
- O=C(CSc1nnc(-c2cc3ccccc3cc2O)n1Cc1ccco1)N1CCc2ccccc2C1
 : 1.2 | -4.7 | . | 1.0 | -4.2 | 4.5 | 1396 | -5.2 | -0.915 | -4.2 | -14.0
- FC(F)(F)c1nc(-c2ccncc2)ncc1-c1nnnn1-c1ccccc1
 : 7.2 | -2.2 | . | -3.6 | -3.4 | 0.3 | 1409 | -8.2 | 0.063 | 60.7* | 11.0
- Cc1ccc(NC(=O)c2ccccc2OCC(=O)c2ccccc2)cc1
 : 11.6 | 3.0 | . | 0.4 | -1.8 | 5.7 | 1600 | -0.6 | -0.289 | 2.9 | 24.3
- CN1CCN(c2nc(-c3ccccc3)nc(-c3ccccc3)c2C#N)CC1
 : 8.4 | 5.6 | -11.0 | -1.8 | -2.4 | 3.2 | 1475 | -2.4 | -0.284 | 24.0 | -10.5
- COC(=O)CSc1nnc(-c2cccnc2)o1
 : 1.0 | 4.3 | . | 2.2 | 0.0 | 0.2 | 1469 | 6.8 | . | -6.7 | 9.4
- CCS(=O)(=O)NCC(c1cccnc1)N1CCN(c2ccccc2OC)CC1 (centres undefined)
 : 5.6 | 4.1 | -28.4 | -0.2 | -4.5 | 0.1 | 1515 | 8.1 | . | 23.5 | 6.1
- CCC(=O)N1CCN(c2c(Cl)cccc2[N+](=O)[O-])CC1
 : 5.2 | -2.6 | . | 0.7 | -0.8 | 2.3 | 1942 | -1.6 | . | -6.5 | 13.5
- COc1cc(CNc2ccc(C(=O)O)cc2)cc(Br)c1OCC(=O)NC(C)(C)C
 : 7.9 | 1.0 | -26.2 | -1.0 | -3.9 | 6.1 | 1634 | 13.9 | 0.628 | -8.9 | 11.3
- COc1ccc(C2=NOC(C(=O)NCCCn3ccnc3)C2)cc1 (centres undefined)
 : -5.9 | 2.9 | . | 0.1 | -2.8 | -0.7 | 1537 | 2.3 | 0.907 | -5.3 | 3.1
- CCOC(=O)C1(CC2CCCCO2)CCN(Cc2nc3ccccc3[nH]2)CC1 (centres undefined)
 : 0.2 | -0.6 | -5.5 | -0.9 | -3.0 | 0.3 | 1270 | -0.3 | 0.0187 | 3.4 | -1.3
- Cc1cc(C)cc(NC(=O)Cn2c(=O)oc3cc(S(=O)(=O)N4CCC(C)CC4)ccc32)c1
 : -5.1 | 0.6 | . | -1.1 | -5.8 | 0.6 | 1457 | 3.1 | . | -13.3 | 16.1
- COc1cccc(CC(NC(C)=O)C(=O)NC2CCN(c3c(Cc4ccccc4)c(C)nc4ncnn34)CC2)c1OC (centres undefined)
 : 0.0 | -2.5 | -6.7 | -0.2 | 0.0 | 0.1 | 1471 | -2.8 | 0.875 | 2.4 | 5.2
- O=C(CCN1C(=O)/C(=C/c2cccc(Br)c2)SC1=S)Nc1cccnc1
 : -0.7 | 1.6 | -3.1 | 0.2 | -3.3 | 5.2 | 1545 | -0.1 | 0.727 | -0.3 | 9.7
- COc1cc(/C=N/NC(=O)c2ccncc2)ccc1OC(=O)c1ccc([N+](=O)[O-])cc1
 : -3.9 | 3.6 | . | 1.9 | -4.5 | 3.5 | 1514 | -1.3 | 0.637 | 0.7 | 7.9
- c1ccc(CSc2nnc(-c3ccco3)c(-c3ccco3)n2)cc1
 : 10.2 | -1.9 | 6.5 | 0.5 | 0.4 | 0.5 | 1538 | 1.3 | . | -10.6 | -0.3
- COc1ccc(CN2CCCCCC2)c(C)c1C
 : 0.1 | -7.5 | 4.5 | 0.1 | 5.7 | 1.9 | 1380 | 4.0 | . | 21.1 | -14.1
- Cc1cc(/C=N/NC(=O)c2cccc([N+](=O)[O-])c2)c(C)n1-c1ccccc1
 : 14.1 | 1.7 | -8.1 | -0.6 | -1.4 | 3.5 | 1614 | 5.1 | 0.439 | -0.7 | 11.5
- O=C(CCc1ccccc1)NCCSc1ccccc1
 : 0.5 | -1.1 | 5.8 | -0.3 | -0.7 | 0.6 | 1332 | -0.4 | -0.101 | -7.0 | 8.5
- CN(C)/C=C1\NC(=S)N(c2ccccc2)C1=O
 : 4.0 | 5.8 | 7.0 | -1.1 | 0.9 | 1.9 | 1471 | 7.0 | . | -0.4 | 5.9
- CCOC(=O)c1ccc(NC(=S)NNC(=O)COC)cc1
 : -6.6 | 2.5 | -13.5 | 0.1 | -2.4 | 0.3 | 1447 | 5.7 | -0.0374 | -0.5 | -4.3
- COc1cc([N+](=O)[O-])ccc1NC(=O)c1cccc(NC(=O)C(C)C)c1
 : -0.5 | 3.1 | 0.9 | -1.1 | -5.7 | -0.5 | 1676 | 5.8 | -0.392 | 22.9 | 11.7
- CC1C/C(=N/N=C2/NC(=O)CS2)CC(C)(C)C1 (centres undefined)
 : 10.7 | 6.4 | . | 0.9 | -2.0 | -0.9 | 1812 | -2.9 | . | -6.2 | -1.8
- Cc1cccc(N2CCN(Cc3oc(CO)cc(=O)c3O)CC2)c1C
 : 13.0 | 1.7 | . | 0.0 | -3.2 | 0.0 | 1517 | 3.5 | 0.0109 | 5.1 | -16.6
- COCCn1c(SCC(=O)Nc2sc(C)c(C)c2C#N)nnc1-c1ccc(OC)cc1
 : 4.0 | 1.3 | -2.5 | 1.4 | -4.4 | -0.9 | 1663 | 7.6 | . | 15.8 | 15.2
- COc1ccc(/C=N/N=C2/NC(=O)C(CC(=O)NC(C)C)S2)cc1 (centres undefined)
 : 2.2 | 5.2 | -10.6 | -0.3 | -3.8 | 2.3 | 1605 | -5.2 | -0.31 | -9.8 | -6.9
- CC12CCC(=O)N1C(C(=O)OCC(=O)Nc1cccc(S(=O)(=O)N3CCCCCC3)c1)CS2 (centres undefined)
 : 4.8 | 16.7 | -1.0 | -0.2 | -1.6 | -0.1 | 1457 | 2.5 | 0.347 | -2.2 | 0.5
- COc1ccccc1NC(=O)C1=C(C)Nc2nc(-c3cccs3)nn2C1c1cccnc1 (centres undefined)
 : 1.6 | 2.9 | 33.7 | -1.5 | 1.2 | 5.0 | 1494 | 6.6 | . | 96.9* | 9.0
- COc1cccc(-c2cc(C(F)(F)F)c(C#N)c(=O)[nH]2)c1
 : -4.8 | 5.3 | 8.2 | 0.1 | -5.7 | 0.0 | 1534 | 10.4 | -0.351 | -0.3 | -12.3
- COCCOc1ccc(C(F)(F)F)cc1NC(=O)COC(=O)c1c(C)noc1C
 : 3.1 | 16.2 | 1.1 | -0.4 | -3.2 | 2.6 | 1652 | 0.8 | 0.295 | 16.3 | 10.2
- CCCC(=O)OCC(=O)Nc1ccc(OC(F)F)cc1
 : -2.6 | -8.2 | . | 0.2 | 0.5 | 0.0 | 1489 | -3.7 | 0.607 | -4.4 | 8.1
- O=[N+]([O-])c1ccc(O)c(/C=N/n2cnnc2)c1
 : -1.2 | 1.3 | -8.7 | 0.9 | -8.0 | -0.2 | 1607 | 0.3 | . | -8.8 | 14.9
- CCCCNC(=O)/C=C1\Sc2ccccc2NC1=O
 : -0.2 | 4.8 | -9.0 | 0.1 | -1.8 | 5.2 | 1653 | 5.4 | -1.59 | 45.8 | 18.0
- CC(C)Nc1nc(Oc2ccc(Cl)cc2)cc(C(F)(F)F)n1
 : 23.1* | 5.9 | . | 1.1 | -3.5 | 3.6 | 1676 | 10.6 | . | -2.5 | 12.2
- COc1ccc(C(=O)NCC2OCCc3ccccc32)cc1OC (centres undefined)
 : 5.0 | 2.9 | -3.6 | 0.1 | 5.5 | 0.9 | 1634 | 2.3 | 0.0617 | -5.1 | -19.2
